High-throughput results (PubChem)
3CLpro inhibitor – SARS-CoV 3CLpro protease inhibition; P0C6X7; recombinant SARS-CoV 3CLpro, quenched FRET peptide cleavage; inhibition, % at 6 µM; AID 1706; 290,000 compounds, 0.14% hits; in the data active = inhibition above about 12%
BoNT F protease – BoNT F light chain protease inhibition; 360,000 compounds, 0.22% hits; AID 588497; Multiplex microsphere protease cleavage assay, flow cytometry; inhibition, % at 10 µM; in the data active = inhibition above about 35%, passing the limit was not always enough; inconclusive = no clear call, values can overlap the other calls; also: plate controls were buffer without enzyme for full effect and enzyme alone for no effect
DUSP3 inh – inhibitors of human VHR1 phosphatase (DUSP3); P51452; recombinant VHR phosphatase, pNPP absorbance; inhibition, % at 13.3 µM; 290,000 compounds, 0.52% hits; in the data active = inhibition above about 50%; also: some compounds called inactive have numbers as strong as hits
Target sequence (P51452 whole entry, looked up): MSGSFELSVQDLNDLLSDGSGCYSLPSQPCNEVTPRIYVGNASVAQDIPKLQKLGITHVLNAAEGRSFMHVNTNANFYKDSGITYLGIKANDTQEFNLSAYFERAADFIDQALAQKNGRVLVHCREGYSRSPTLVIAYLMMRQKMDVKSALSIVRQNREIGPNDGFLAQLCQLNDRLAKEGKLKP
Anthrax LF prot – anthrax lethal factor protease inhibition; 360,000 compounds, 0.12% hits; inhibition, % at 10 µM; multiplex microsphere protease cleavage assay, LF; also: plate controls were buffer without enzyme for full effect and enzyme alone for no effect
PrPC surface inh – inhibitors of human cell surface prion protein PrPC; inhibition, % at 13.8 µM; AID 720596; TR-FRET read-out; P04156; 370,000 compounds, 0.43% hits; in the data active = inhibition above about 24%; also: 0% = median of the test wells and 100% = reference compound wells
MazEF act – increases E. coli MazEF RNase cleavage of RNA. P0AE70. FAM/BHQ RNA-DNA oligo cleavage fluorescence, 5 h. activation, % at 20 µM. 350,000 compounds, 0.32% hits. AID 504720; in the data active = activation above about 50%
Target sequence (P0AE70 whole entry, looked up): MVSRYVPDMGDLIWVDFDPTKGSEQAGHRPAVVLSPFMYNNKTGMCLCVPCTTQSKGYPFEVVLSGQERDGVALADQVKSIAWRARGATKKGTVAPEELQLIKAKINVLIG
CCHF vOTU inh – blocks the CCHF virus ovarian tumor domain protease | AID 651958 | inhibition, % at 11.5 µM | CCHFV vOTU protease, Pep-AMC fluorescence | 370,000 compounds, 0.55% hits; in the data active = inhibition above about 30%; also: 0% = vehicle wells with enzyme and 100% = no enzyme wells
Rv3671c protease – inhibitors of M. tuberculosis serine protease Rv3671c; 320,000 compounds, 0.048% hits; inhibition, % at 5.96 µM; P9WHR9; in the data active = inhibition above about 38%;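 also: extracellular domain of Rv3671c used as enzyme; 0% = enzyme with DMSO and 100% = no enzyme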
Target sequence (P9WHR9 whole entry, looked up, the tested form may be a part): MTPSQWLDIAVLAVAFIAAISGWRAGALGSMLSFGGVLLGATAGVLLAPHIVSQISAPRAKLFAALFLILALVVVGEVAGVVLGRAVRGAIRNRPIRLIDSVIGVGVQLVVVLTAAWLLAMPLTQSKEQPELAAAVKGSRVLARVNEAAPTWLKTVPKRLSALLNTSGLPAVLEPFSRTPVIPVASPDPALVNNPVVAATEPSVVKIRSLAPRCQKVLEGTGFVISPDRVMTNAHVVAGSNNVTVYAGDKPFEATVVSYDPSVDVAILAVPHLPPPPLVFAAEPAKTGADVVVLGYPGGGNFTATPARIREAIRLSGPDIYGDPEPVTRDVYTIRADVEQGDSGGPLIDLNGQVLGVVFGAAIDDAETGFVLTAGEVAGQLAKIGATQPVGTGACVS
SSB-PriA inh – blocks PriA binding to SSB C-terminal tail. AlphaScreen SSBct-PriA binding, biotinylated peptide. inhibition, % at 33 µM. 430,000 compounds, 0.6% hits. AID 1272365; in the data active = inhibition mostly above about 37%, no sharp cut-off; inactive = mostly below about 20%;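 also: plate controls were negative control peptide for no effect and reference peptide for full effect; strong numbers were not always called active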
BoNT A protease – blocks Botulinum neurotoxin A light chain protease. inhibition, % at 10 µM. multiplex microsphere protease substrate cleavage, flow cytometry. 360,000 compounds, 0.17% hits; also: plate controls were buffer without enzyme for full effect and enzyme alone for no effect
* marks the source's active call; other numbers are inactive results; ? = inconclusive; . = not tested or not shown. Rule as the data show it, unless noted: active = inhibition above about 30%; inconclusive = no clear call, values can overlap the other calls; inactive = below that. Some of the compounds tested, so the mix of outcomes need not match the whole.

smiles	DUSP3 inh	Anthrax LF prot	PrPC surface inh	SSB-PriA inh	Rv3671c protease	BoNT F protease	BoNT A protease	MazEF act	3CLpro inhibitor	CCHF vOTU inh
CCCCCCCc1c(O)nc(SCCN2CCOCC2)[nH]c1=O	21	-7	-4	3	4	2	-0.3	8	5	16
O=C(CSc1nncs1)NCCCc1ccccc1	-25	-1	5	0	-4	-10	-1.4	-3	3	8
CCOc1ccccc1-n1c(SCC(=O)N2CCCC2)nnc1-c1ccoc1C	8	0	0	-1	2	1	0.1	-5	2	-1
COc1ccc(/C=N/NC(=O)c2cc(C34CC5CC(CC(C5)C3)C4)[nH]n2)cc1O	-17	1	-2	.	13	8	-0.1	10	2	16
CCN(CC)C(=O)c1cn(-c2ccccc2)nc1-c1ccc2c(c1)OCCO2	22	-2	1	-9	-7	0	-0.3	4	3	-11
CC1COc2c3ccccc3nn21 (configuration not stated)	.	1	0	.	.	-2	0.4	.	.	2
CC1(C(=O)NS(=O)(=O)c2cccc(Cl)c2)CCN1C(=O)c1cccc2ccccc12 (configuration not stated)	.	4	0	.	.	0	-0.2	.	.	6
C=CCn1c(O)c(/C=N/NC(=O)CCCC)c(=O)[nH]c1=S	8	-4	6	.	5	-6	-1.7	3	2	18
C=CC(=O)NN(C)c1ncc(C(F)(F)F)cc1Cl	7	-7	1	-6	-2	16	0.4	9	4	-13
COC(=O)c1[nH]c2ccc(C)cc2c1NC(=O)NC1CCCCC1	35	1	3	-3	0	-20	0.0	6	4	2
O=C(CCN1C(=O)/C(=C/c2ccccc2)SC1=S)NNC(=O)c1cccnc1	-7	-1	-2	1	-12	2	-0.3	-2	4	-5
CCSc1nnc(NC(=O)c2ccc3c(c2)OCO3)s1	3	1	2	-22	-6	-15	-0.7	-2	-1	-13
CCCOc1ccc(Oc2cc(C)nc(SC)n2)nn1	20	0	0	-5	-6	4	-0.4	-5	1	2
Cc1ccc(S(=O)(=O)N2CCOCC2)cc1C(=O)NC1CCCC(C)C1C (configuration not stated)	.	-6	0	3	2	-7	0.4	-1	.	-4
CC(CCc1ccccc1)NC(=O)c1ccccc1F (configuration not stated)	8	14	-3	-6	2	?	?	-8	-7	-5
CC(=O)N[C@@H](Cc1c[nH]c2ccccc12)C(=O)OCC(=O)NCc1ccc2c(c1)OCO2	22	-2	4	-4	3	2	-0.1	6	1	1
COc1ccc([C@@H]2[C@@H]3C(=O)N(C(C)(C)C)C(=O)[C@@H]3[C@]3(CC(C)C)C(=O)N(c4cccc(Br)c4)C(=O)N23)cc1	1	-5	14	-11	-15	8	0.4	1	4	13
COc1ccc(/C=C/C(=O)N2CCN(C)CC2)cc1S(=O)(=O)N1CCCCC1	1	-10	-5	-5	0	1	-0.4	9	5	0
CC(Oc1ccccc1)C(=O)Nc1ccc(S(=O)(=O)NCC2CCCO2)cc1 (configuration not stated)	8	0	5	-6	4	-1	0.8	-2	1	7
Cc1cccc(-c2ncc(CN3CCN(CC(C)C)C(CCO)C3)cn2)c1 (configuration not stated)	40	1	-4	4	4	-3	0.2	10	-1	-12
O=C(NCc1ccccc1)c1cccc(S(=O)(=O)NCc2ccccc2)c1	21	1	1	8	-3	-2	-1.2	4	5	-12
COc1cc(S(=O)(=O)N2CCN(C)CC2)ccc1Cl	-3	-3	-3	-10	1	-6	0.0	3	-3	-16
O=C(NCCC1=CCCCC1)C1CCN(S(=O)(=O)c2cccc3cccnc23)CC1	19	4	-1	-14	5	-6	-0.9	15	-2	-1
COc1ccccc1N1C(=O)C(Cl)=C(Nc2ccccc2O)C1=O	10	0	-13	31	.	3	2.6	-41	-3	8
Cc1ccc(NC(=O)COC(=O)Cn2c(C)csc2=O)cc1C	36	-6	1	-6	8	-9	-2.8	-1	1	0
CN(C)S(=O)(=O)c1ccc(N2CCCC2)c(C(=O)NNC(=O)COc2ccc(Cl)cc2)c1	9	0	-6	-6	-10	4	-0.1	-10	-2	-9
CCOc1ccccc1C=C1SC(=S)NC1=O	.	-4	-4	2	.	1	0.5	2	.	8
O=C1NC(=O)N(c2ccc3c(c2)OCO3)C(=O)/C1=C\c1ccsc1	8	0	10	-19	2	7	0.3	1	3	2
S=C(NCc1ccco1)N1CCOCC1	6	-7	-3	-6	5	-6	-1.9	3	-2	-8
CCOC(=O)C1=C(C)Nc2[nH]c(=O)[nH]c(=O)c2C1c1cccs1 (configuration not stated)	-11	-3	-2	5	-8	-17	-0.3	14	3	8
CCCN(CC(=O)Nc1ccccc1OC)C(=O)CCCN1C(=O)c2ccccc2C1=O	.	.	4	-1	3	.	.	8	.	-8
CCC1Nc2ncnc(N3CCN(c4ccccc4)CC3)c2N(Cc2ccc(Br)cc2)C1=O (configuration not stated)	.	-10	0	-21	-18	-21	-1.0	-23	.	14
C/C(=N\NS(=O)(=O)c1ccc(Br)cc1)c1cccs1	18	-1	-10	.	-1	-6	-0.5	-3	1	18
O=C(Nc1cc(C(F)(F)F)ccc1Cl)C(Sc1cccc[n+]1[O-])c1ccccc1 (configuration not stated)	-5	0	-6	-15	-8	-4	-0.2	-1	0	-2
COc1ccccc1NC(=O)c1cc(C)oc1C	-7	-4	0	-2	-2	-8	-2.8	5	1	-4
C=CCn1c(O)c(N=NC(=S)Nc2ccccc2F)c2ccccc21	30	-1	13	15	6	-7	8.2	-18	-2	-1
O=C(O)c1csc(Br)c1Br	-1	-5	2	-2	4	-5	-0.4	2	3	9
CCN(CC)C(=O)CSc1nc2cc3c(cc2c(=O)n1CCCCCC(=O)NCc1ccc(OC)cc1)OCO3	-5	-2	4	2	-22	0	-0.8	16	0	-3
Cc1ccc(NC(=O)NCc2ccc3c(c2)OCO3)cc1	-7	-4	6	-5	-7	-4	0.5	9	1	-8
CC(Oc1ccccc1)C(=O)OCC(=O)NC(=O)NC1CCCCC1 (configuration not stated)	.	-2	-10	3	0	-10	-0.8	5	.	-7
CC(C)(C)NC(=O)C(c1ccc(O)cc1)N(C(=O)CCC(=O)Nc1nccs1)c1cccc(F)c1 (configuration not stated)	38	2	5	-3	-1	0	0.7	8	7	-6
COCn1c(-c2ccc(OC)c(OC)c2)nc2ccccc21	23	-15	2	-15	-5	-3	0.4	-1	2	-2
CC(=O)NC(CC(=O)Nc1ccc(S(=O)(=O)N2CCOCC2)cc1)c1ccccc1 (configuration not stated)	.	-2	-5	-11	0	-7	-1.4	3	.	11
O=C(Nc1nnc(-c2ccc(F)cc2)o1)C1CCCN1S(=O)(=O)c1cccs1 (configuration not stated)	.	2	-3	-4	-3	-3	2.0	-5	.	-7
Cc1ccc(-c2noc(CNc3ccccc3)n2)cc1	25	-3	5	-15	-3	-1	?	0	-3	2
O=P(Oc1ccccc1)(Oc1ccccc1)C(O)c1ccccc1 (configuration not stated)	.	1	8	-15	-1	3	0.4	2	.	12
O=C(COC(=O)/C=C/c1ccco1)NCc1ccc(Cl)cc1Cl	.	-2	-9	-5	-10	4	2.0	-9	.	11
O=C(NCCc1ccccc1)C(c1ccc(F)cc1)N(C(=O)c1csnn1)C1CC1 (configuration not stated)	15	-2	4	0	2	-8	-2.1	3	-2	-1
O=C(OCCN1C(=O)c2cccc3c(N4CCOCC4)ccc(c23)C1=O)c1ccccc1Cl	-6	15	-40	-38	-42	8	37*	-728	-5	-3
O=c1[nH]c(=O)n(Cc2ccc(F)cc2)c(O)c1C=NCCCO	6	-12	3	-2	-12	-6	-0.2	5	7	-3
O=C(N/C(=C\c1ccc([N+](=O)[O-])cc1)C(=O)N1CCOCC1)c1ccco1	12	1	-25	-13	0	-11	-5.5	7	-9	0
Cn1c(=O)n(C)c2cc(NC(=O)Cc3ccccc3[N+](=O)[O-])ccc21	49	14	5	-11	3	2	-0.9	-4	-1	12
CCO/N=C(/C)c1c(O)c(C)c(-c2ccccc2)n(-c2ccccc2)c1=O	8	-1	2	.	4	5	0.0	2	0	16
COc1ccc(N/C=C/c2nc(SC)nnc2C)cc1	18	-5	-7	-13	7	-2	0.2	-1	0	16
Cc1nn(-c2ccccc2)c(Cl)c1C1C(C#N)=C(N)OC2=C1C(=O)CC(C)(C)C2 (configuration not stated)	17	2	8	-6	-11	-1	1.0	8	2	-2
COc1cc(C2C(C#N)=C(N)Oc3c2oc(CO)cc3=O)ccc1OC(C)C (configuration not stated)	-24	-1	9	-11	-1	-2	?	1	-3	-5
Cc1oc(-c2ccccc2)cc1C(=O)NC(Cc1c[nH]c2ccccc12)C(=O)O (configuration not stated)	-11	2	1	-7	-11	0	0.8	1	3	8
N#CC1=C(N)SC(N)=C(C#N)C1c1cccc(O)c1	17	1	27*	-11	-21	9	4.6	-297	8	-11
Cc1ccc(-n2c(SCC(=O)N3CCOCC3)nnc2-c2cccnc2)cc1	25	-3	.	-11	-2	8	?	-8	-2	.
CCOc1ccc(CN2CCN(C3CCC3)CC2CCO)cc1 (configuration not stated)	11	5	-2	-6	-2	26	1.2	2	-3	-7

Next section
smiles	DUSP3 inh	Anthrax LF prot	PrPC surface inh	SSB-PriA inh	Rv3671c protease	BoNT F protease	BoNT A protease	MazEF act	3CLpro inhibitor	CCHF vOTU inh
CCOC(=O)N1CCN(CC(=O)Nc2sccc2C#N)CC1	39	3	-6	-10	-1	-6	-0.7	-10	-1	6
O=C(COC(=O)CNS(=O)(=O)c1ccc(Br)cc1Cl)NC1CCCC1	.	-6	-2	4	-5	-17	0.0	-3	.	-5
CSCCC(NC(=O)c1ccc(Cl)cc1Cl)C(=O)N(C)Cc1nc2ccccc2c(=O)[nH]1 (configuration not stated)	.	2	-14	2	.	3	-0.4	-8	.	2
CCCCOc1ccc(/C=C/C(=O)Nc2ccc([N+](=O)[O-])cc2C)cc1	18	1	-3	1	-7	-3	-0.4	2	-2	16
CCCCn1nnnc1C1(C)CCC(=O)N1Cc1ccc(OC)cc1 (configuration not stated)	.	1	-1	.	.	-8	-0.2	.	.	-2
CCc1ccccc1NC(=O)N1CCC(NC(=O)C(Cc2ccc(OC)c(OC)c2)NC(C)=O)CC1 (configuration not stated)	21	-7	3	4	1	5	-0.3	-2	3	2
O=C1c2ccccc2NC(c2cccc(O)c2)N1NS(=O)(=O)c1ccccc1 (configuration not stated)	2	-4	8	-10	8	-7	0.6	-3	3	-29
O=C(C1CCCN(C2CC(=O)N(c3ccc(Cl)cc3)C2=O)C1)N1CCCC1 (configuration not stated)	19	1	3	-3	.	1	-2.0	6	-5	-1
CC(C)C[C@H]1CN=C(N(C)C)N1CC1CCCCCC1	.	-3	-1	2	3	2	0.1	-4	.	1
N/C(CN1CCCC1=O)=N\OC(=O)c1ccccc1Cl	17	1	4	.	1	-4	-0.5	2	1	-4
O=C1C(Cl)=C(N2CCCC2)C(=O)N1c1ccc(F)cc1	-2	-12	1	-16	1	8	-0.7	-4	-1	-5
CNCc1nc2ccccc2[nH]1	31	-1	9	-9	-17	-4	-0.5	5	-1	4
COc1ccccc1C(=O)NNC(=O)c1cccc(F)c1	0	2	-4	-4	-2	3	-0.3	6	-2	3

Whole records from above.
Listed for CCCCn1nnnc1C1(C)CCC(=O)N1Cc1ccc(OC)cc1 (configuration not stated) : DUSP3 inh = .; Anthrax LF prot = 1; PrPC surface inh = -1; SSB-PriA inh = .; Rv3671c protease = .; BoNT F protease = -8; BoNT A protease = -0.2; MazEF act = .; 3CLpro inhibitor = .; CCHF vOTU inh = -2
Listed for CCCCOc1ccc(/C=C/C(=O)Nc2ccc([N+](=O)[O-])cc2C)cc1 : DUSP3 inh = 18; Anthrax LF prot = 1; PrPC surface inh = -3; SSB-PriA inh = 1; Rv3671c protease = -7; BoNT F protease = -3; BoNT A protease = -0.4; MazEF act = 2; 3CLpro inhibitor = -2; CCHF vOTU inh = 16
